Screening data as filed in PubChem.
Rac1 act GTP bind – GTP binding modulators of activated mutant Rac1, primary screen, biochemical, bead-based flow cytometry, multiplex, fluorescent GTP; Ras-related C3 botulinum toxin substrate 1 (Homo sapiens), P63000; GST-Rac1 activated beads; actives lie on both sides; 100% means binding = to untreated wells; percent activity (GTP binding), % at 10 µM; 0.11% of 190,000 active; AID 764, 2007;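 active = GTP binding at least 20 percentage points away from the 100% baseline, in either direction, so actives lie on both sides; inconclusive = Compound likely fluorescent itself, or too few beads counted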
Bcl-B Bim block – inhibitors of Bim-Bcl-B binding, primary screen, biochemical, multiplexed, human Bcl-2 family; bead-based flow cytometry, Bim peptide-Bcl-B binding; inhibition, % at 10 µM; 0.073% of 190,000 active; Bcl-2-like protein 10 (Homo sapiens), Q9HD36;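 note: 0% = tracer peptide without compound and 100% = reference inhibitor peptide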
Bcl-W Bim block – inhibitors of Bim binding to Bcl-W, primary screen, biochemical, multiplexed, bead-based flow cytometry | Bim peptide-Bcl-W binding | inhibition, % at 10 µM | 0.02% of 190,000 active;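 note: 0% = bound tracer without compound and 100% = peptide blocker; higher means less fluorescent Bim peptide bound to Bcl-W beads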
Target sequence (Q92843 whole entry, looked up): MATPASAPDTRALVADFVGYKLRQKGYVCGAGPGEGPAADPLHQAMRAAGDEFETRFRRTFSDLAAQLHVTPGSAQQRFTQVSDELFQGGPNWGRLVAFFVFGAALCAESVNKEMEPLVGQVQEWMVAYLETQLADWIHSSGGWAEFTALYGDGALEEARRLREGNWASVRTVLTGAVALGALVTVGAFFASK
Bcl-XL Bim block – inhibitors of Bim-Bcl-XL binding, primary screen, biochemical, multiplexed, bead flow cytometry, human Bcl-XL. 0.04% of 190,000 active. Bcl-2-like protein 1 (Homo sapiens), Q07817. Bim peptide-Bcl-XL binding, fluorescence. AID 1007, 2008. inhibition, % at 10 µM
Rab2A wt mod – modulators of GTP binding to Rab2A wildtype, primary screen, biochemical, dog, bead-based flow cytometry, multiplex; GTP binding activity, % at 10 µM; 0.19% of 190,000 active; Ras-related protein Rab-2A (Canis lupus familiaris), P61105; GST-Rab2 wt beads, Bodipy-GTP binding;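 active = GTP binding activity at least 20 points away from 100%, either lowered or raised; inconclusive = signal likely due to the compound's own green fluorescence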;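 note: 0% = beads with excess unlabeled GTP and 100% = no-compound control corrected for plate trend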
Rac1 wt modul – wildtype Rac1 GTP binding modulators, primary screen, biochemical, GST-Rac1 beads, flow cytometry, multiplex; Ras-related C3 botulinum toxin substrate 1 (Homo sapiens), P63000; fluorescent GTP binding; actives lie on both sides; 0 = cold GTP competed, 100 = untreated; GTP binding activity (% of control), % at 10 µM; 0.27% of 190,000 active;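 active = GTP binding activity at least 20 points away from the 100% control level, either lower or higher; inconclusive = compound flagged as likely green fluorescent, judged across all proteins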
HRas wt GTP – modulators of GTP binding to HRas wildtype, primary screen, biochemical, bead-based flow cytometry, multiplex | 0.14% of 190,000 active | GTPase HRas (Homo sapiens), P01112 | GTP binding activity, % at 10 µM | AID 759, 2007 | GST-Ras wt beads, Bodipy-FL-GTP binding; actives lie on both sides;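 active = GTP binding activity at least 20% away from the 100% baseline, either lowered as inhibitor or raised as activator; inconclusive = flagged as likely green fluorescent, judged across all proteins in the well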;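 note: 0% = unlabeled GTP competition control and 100% = no-compound control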
Target sequence (P01112 whole entry, looked up): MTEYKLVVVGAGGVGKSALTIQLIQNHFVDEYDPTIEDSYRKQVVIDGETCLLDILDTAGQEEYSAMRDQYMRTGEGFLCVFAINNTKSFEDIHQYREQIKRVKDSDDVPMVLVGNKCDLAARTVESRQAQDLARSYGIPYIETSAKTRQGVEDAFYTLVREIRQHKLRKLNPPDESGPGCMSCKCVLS
Bfl-1 Bim block – inhibitors of Bim binding to Bfl-1, primary screen, biochemical, multiplexed, bead-based flow cytometry | Bcl-2-related protein A1 (Homo sapiens), Q16548 | Bim-Bfl-1 binding inhibition | inhibition, % at 10 µM | 0.12% of 190,000 active | AID 1008, 2008;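 note: 0% = wells without compound plus tracer and 100% = blocker peptide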
Rab7 wt GTP bind – modulators of GTP binding to Rab7, primary screen, biochemical, wildtype, multiplex bead flow cytometry | GST-Rab7 beads, fluorescent GTP binding; actives lie on both sides; untreated = 100%, excess cold GTP = 0% | GTP binding activity (percent of control), % at 10 µM | 0.055% of 190,000 active;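 active = fluorescent GTP binding to Rab7 beads changed by at least 20 points from the 100% baseline, either direction, mostly lower; inconclusive = compound itself probably fluorescent, or too few beads counted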;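 note: median green fluorescence of bound Bodipy-FL-GTP per Rab7 bead population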
Bim-Bcl-2 – inhibitors of Bim-Bcl-2 binding, primary screen, biochemical, multiplexed, human Bcl-2 family; Apoptosis regulator Bcl-2 (Homo sapiens), P10415; Bead-based flow cytometry, Bim peptide-Bcl-2 binding; inhibition, % at 10 µM; 0.06% of 190,000 active; AID 950, 2007; in the data active = inhibition above about 40%; inconclusive = no clear call, values can overlap the other calls;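 note: 0% = no compound wells with probe peptide and 100% = reference peptide inhibitor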
Target sequence (P10415 whole entry, looked up): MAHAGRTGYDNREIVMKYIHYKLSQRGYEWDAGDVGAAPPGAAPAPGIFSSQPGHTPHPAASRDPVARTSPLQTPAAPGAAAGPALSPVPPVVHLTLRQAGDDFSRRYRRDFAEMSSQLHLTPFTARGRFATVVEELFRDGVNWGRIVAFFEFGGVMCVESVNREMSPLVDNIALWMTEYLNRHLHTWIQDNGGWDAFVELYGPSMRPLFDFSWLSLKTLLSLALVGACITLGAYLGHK
Cdc42 wt GTP – modulators of GTP binding to wildtype Cdc42, primary screen, biochemical, multiplex bead flow cytometry, Bodipy-GTP; GST-Cdc42 beads; actives lie on both sides; Cell division control protein 42 homolog (Homo sapiens), P60953; percent activity (GTP binding), % at 10 µM; 0.2% of 190,000 active; AID 761, 2007;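 active = percent activity GTP binding at least 20 points away from the 100% baseline, either down as inhibitor or up as activator; inconclusive = compound flagged as likely green fluorescent from well-wide comparison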;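 note: median bead fluorescence of bound Bodipy-FL-GTP at 100 nM; 0% = excess unlabeled GTP control and 100% = no compound control; below 100% means less GTP binding so inhibitor and above means activator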
Target sequence (P60953 whole entry, looked up): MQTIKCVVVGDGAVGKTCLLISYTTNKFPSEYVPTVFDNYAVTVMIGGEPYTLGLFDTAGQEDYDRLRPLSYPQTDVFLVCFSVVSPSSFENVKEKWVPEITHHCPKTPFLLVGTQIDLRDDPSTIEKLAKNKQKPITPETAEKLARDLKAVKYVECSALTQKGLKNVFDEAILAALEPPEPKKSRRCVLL
* hit, by the source's call; u = inconclusive. Cut-off read from the data, not from the text of the source, unless noted: active = inhibition above about 40%.

Values run as follows: Rac1 act GTP bind, Bcl-B Bim block, Bcl-W Bim block, Bcl-XL Bim block, Rab2A wt mod, Rac1 wt modul, HRas wt GTP, Bfl-1 Bim block, Rab7 wt GTP bind, Bim-Bcl-2, Cdc42 wt GTP
1	O=C(CCSc1ccccc1)Nc1ccccc1C(=O)N1CCCC1
→ 99, -5, -4, -2, 99, 103, 100, -3, 99, 0, 102
2	COc1ccc(CCn2c(-c3ccco3)nc3nc4ccccc4nc32)cc1
→ 100, -10, 0, -2, 103, 102, 102, 5, 103, 3, 105
3	CCOc1ccc(NC(=O)/C(=C\c2ccc(OC(C)=O)c(OC)c2)NC(C)=O)cc1
→ 95, -6, -1, -4, 95, 102, 98, 0, 102, 0, 98
4	O=C(CCOc1ccccc1)Nc1ccc(S(=O)(=O)N2CCCC2)cc1
→ 101, -8, 1, -2, 101, 103, 102, -13, 100, -9, 102
5	COC(=O)Cn1c(=N)n(CCN2CCCCC2)c2ccccc21
→ 102, -2, -2, -2, 104, 103, 104, -3, 104, -3, 104
6	CCCC(=O)O[C@H]1C[C@@H](C)N(C(=O)c2ccccc2)c2ccc(C)cc21
→ 99, -3, 0, 0, 100, 104, 101, -10, 98, -4, 102
7	CCc1ccc(C2CC(=O)N(c3ccc(F)cc3)C3=C2C(=O)OC3)cc1 (stereo not given)
→ 97, -3, -3, -3, 100, 106, 99, -2, 97, -5, 97
8	Cc1ccc(OCCCC(=O)Nc2ccccc2C(F)(F)F)cc1
→ 100, -6, 0, -5, 99, 103, 99, -15, 102, -8, 101
9	Cc1ccc(NC(=O)c2cnn(C)c2)cc1[N+](=O)[O-]
→ 99, -3, -1, -5, 98, 102, 100, -1, 95, 0, 103
10	Cc1sc2nc(CN3CCOCC3)nc(NS(=O)(=O)c3ccc4c(c3)OCCO4)c2c1C
→ 94, 5, 0, 4, 95, 93, 95, 2, 94, 4, 95

Record cards (already shown).
Cc1sc2nc(CN3CCOCC3)nc(NS(=O)(=O)c3ccc4c(c3)OCCO4)c2c1C is listed as Rac1 act GTP bind = 94; Bcl-B Bim block = 5; Bcl-W Bim block = 0; Bcl-XL Bim block = 4; Rab2A wt mod = 95; Rac1 wt modul = 93; HRas wt GTP = 95; Bfl-1 Bim block = 2; Rab7 wt GTP bind = 94; Bim-Bcl-2 = 4; Cdc42 wt GTP = 95
O=C(CCSc1ccccc1)Nc1ccccc1C(=O)N1CCCC1 is listed as Rac1 act GTP bind = 99; Bcl-B Bim block = -5; Bcl-W Bim block = -4; Bcl-XL Bim block = -2; Rab2A wt mod = 99; Rac1 wt modul = 103; HRas wt GTP = 100; Bfl-1 Bim block = -3; Rab7 wt GTP bind = 99; Bim-Bcl-2 = 0; Cdc42 wt GTP = 102

(further entries)
Values run as follows: Rac1 act GTP bind, Bcl-B Bim block, Bcl-W Bim block, Bcl-XL Bim block, Rab2A wt mod, Rac1 wt modul, HRas wt GTP, Bfl-1 Bim block, Rab7 wt GTP bind, Bim-Bcl-2, Cdc42 wt GTP
11	Cc1ccccc1N(CC(=O)NC1CCCC1)C(=O)c1oc(C(C)(C)C)cc1C
→ 95, 0, -1, -1, 97, 97, 97, 0, 97, 0, 97
12	CCN1CCN(C(=O)/C=C/c2ccccc2[N+](=O)[O-])CC1
→ 98, -1, -1, 0, 100, 101, 100, -1, 100, 0, 98
13	COc1ccc2[nH]cc(CCNS(=O)(=O)c3ccc(NC(C)=O)cc3)c2c1
→ 97, -1, 0, 0, 98, 98, 99, -4, 102, -8, 97
14	COc1ccc(-n2c(=O)c3c4c(sc3n(Cc3cccc(F)c3)c2=O)CN(C(C)=O)CC4)c(OC)c1
→ 97, -1, -1, -2, 101, 100, 102, -4, 105, -2, 102
15	Cc1ccc(Nc2nc(N)c([N+](=O)[O-])c(N3CCOCC3)n2)cc1C
→ 101, -8, -4, -8, 100, 105, 102, -11, 98, -5, 102
16	CC1CCc2[nH]nc(C(=O)O)c2C1 (stereo not given)
→ 96, 2, -1, -1, 96, 98, 96, -1, 102, 2, 98
17	O=C(CS(=O)(=O)c1ccccc1)Nc1cccnc1
→ 98, 2, 3, 3, 101, 98, 98, -3, 101, 3, 99
18	Cn1c(=O)n(Cc2ccc(F)cc2)c(=O)c2c1nc1n2CCN1Cc1ccco1
→ 89, 11, 11, 15, 77*, 75*, 81, 1, 92, 1, 80
19	C/C(CC(=O)NC1CCCC1)=N\NC(=O)Cc1cccs1
→ 99, -6, 1, 0, 99, 106, 102, -9, 99, -4, 103
20	CN(C)CCNS(=O)(=O)c1ccc(Cl)cc1
→ 99, -7, -1, -4, 101, 104, 101, -19, 99, -10, 103
21	Cc1ccccc1NC(=O)Cc1cccc(C(F)(F)F)c1
→ 97, -1, 0, 1, 97, 97, 98, -4, 100, -4, 97
22	COc1ccc(NC(=O)/C(Cl)=C(/Cl)S(=O)Cc2ccc(Cl)cc2)cn1 (stereo not given)
→ 96, -11, 3, 0, 92, 99, 92, 40*, 93, 7, 92
23	Oc1cccc(-c2nc3c4c(ncn3n2)-c2ccccc2CC42CCCC2)c1
→ 101, 0, -1, -2, 104, 104, 103, -1, 99, 0, 102
24	COc1ccc(Br)cc1C(=O)Nc1ccccc1N1CCN(C(=O)c2ccccc2)CC1
→ 92, -3, 0, -1, 92, 92, 94, -2, 95, 0, 92
25	CC(=O)Cn1c(CN2CCCC2)nc2ccccc2c1=O
→ 98, -3, -4, -2, 101, 101, 98, -6, 106, 1, 97
26	CCCCCCOc1ccc(/C(C)=N/NC2=NCCN2)cc1[N+](=O)[O-]
→ 96, -1, -1, 0, 97, 94, 96, -5, 95, 3, 94
27	N#Cc1c(NC(=O)c2cnn3cccnc23)sc2c1CCCC2
→ 95, -15, -4, -4, 95, 97, 93, 0, 98, -2, 94
28	NC(=O)CSc1nc(O)cc(=O)n1-c1ccccc1
→ 93, -3, 1, -1, 99, 95, 100, -8, 97, -3, 96
29	Cc1ccc2nc3ccc(N4CCCC4)nn3c(=O)c2c1
→ 100, -2, 0, 0, 106, 106, 104, -2, 103, -3, 107
30	CC(NS(=O)(=O)c1cccc(Cl)c1)C(=O)Nc1ccc(-c2nc3ccccc3s2)cc1 (stereo not given)
→ 100, 3, 0, 0, 100, 99, 100, 0, 100, 0, 100
31	Cc1ccc(C)c(N2CCN(c3nnnn3-c3ccccc3)CC2)c1
→ 98, -3, -2, -4, 103, 103, 102, 0, 99, -2, 102
32	O=C(Cn1c(C(F)(F)F)nc2ccccc21)N1CCCC1
→ 101, 0, 0, 0, 102, 102, 104, 1, 101, -3, 103
33	O=C(COC(=O)c1ccccc1[N+](=O)[O-])Nc1cc(S(=O)(=O)N2CCOCC2)ccc1N1CCCC1
→ 95, -1, 4, 0, 96, 98, 97, -2, 106, 2, 94
34	CC(=O)c1ccccc1NCC(=O)Nc1ccc(C)cc1
→ 93, 0, 3, 1, 96, 99, 97, -2, 93, 0, 97
35	COc1cc(C2CC(=O)NC3=C2C(=O)CC(C)(C)C3)cc(OC)c1O (stereo not given)
→ 100, 0, -2, 0, 102, 105, 103, 0, 104, -2, 104
36	Cc1cc(SCC(=O)NN=C2CCN(C(C)C)CC2)c(C)cc1Br
→ 100, -1, -4, -5, 99, 103, 99, 1, 97, 0, 99
37	COc1cc(SC)ccc1C(=O)Nc1ccccc1C#N
→ u, -6, 2, -6, u, u, u, -10, u, -6, u
38	CC(=O)N1N=C(c2ccccc2)OC1c1ccc([N+](=O)[O-])s1 (stereo not given)
→ 94, -5, 0, -6, 101, 100, 98, -3, 106, 0, 99
39	O=C(CC(c1ccco1)S(=O)(=O)c1ccccc1)c1ccccc1 (stereo not given)
→ 93, -4, -1, 0, 95, 97, 94, -4, 96, 2, 99
40	CCn1c(SCC(=O)N/N=C/c2ccc(OC)c(OC)c2)nc2ccccc21
→ 99, -4, 0, -1, 101, 104, 100, -11, 101, 0, 101

Compounds above that have a nitro group on carbon, in the order listed:
Values run as follows: Rac1 act GTP bind, Bcl-B Bim block, Bcl-W Bim block, Bcl-XL Bim block, Rab2A wt mod, Rac1 wt modul, HRas wt GTP, Bfl-1 Bim block, Rab7 wt GTP bind, Bim-Bcl-2, Cdc42 wt GTP
9	Cc1ccc(NC(=O)c2cnn(C)c2)cc1[N+](=O)[O-]
→ 99, -3, -1, -5, 98, 102, 100, -1, 95, 0, 103
12	CCN1CCN(C(=O)/C=C/c2ccccc2[N+](=O)[O-])CC1
→ 98, -1, -1, 0, 100, 101, 100, -1, 100, 0, 98
15	Cc1ccc(Nc2nc(N)c([N+](=O)[O-])c(N3CCOCC3)n2)cc1C
→ 101, -8, -4, -8, 100, 105, 102, -11, 98, -5, 102
26	CCCCCCOc1ccc(/C(C)=N/NC2=NCCN2)cc1[N+](=O)[O-]
→ 96, -1, -1, 0, 97, 94, 96, -5, 95, 3, 94
33	O=C(COC(=O)c1ccccc1[N+](=O)[O-])Nc1cc(S(=O)(=O)N2CCOCC2)ccc1N1CCCC1
→ 95, -1, 4, 0, 96, 98, 97, -2, 106, 2, 94
38	CC(=O)N1N=C(c2ccccc2)OC1c1ccc([N+](=O)[O-])s1 (stereo not given)
→ 94, -5, 0, -6, 101, 100, 98, -3, 106, 0, 99
